Source: PubChem
M4 antag: blocks acetylcholine activation of human M4 receptor. inhibition, % at 3 µM. P08173. CHO-hM4 cells, ACh EC80, Fluo-8 calcium fluorescence. 360,000 tested, 0.73% active;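 active = inhibition above its plate's cutoff, the mean inhibition of sample wells plus 3 SD, cut at about 27% in these data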;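 also: 0% = acetylcholine EC80 with DMSO and 100% = DMSO without agonist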
Target sequence (P08173 whole entry, looked up): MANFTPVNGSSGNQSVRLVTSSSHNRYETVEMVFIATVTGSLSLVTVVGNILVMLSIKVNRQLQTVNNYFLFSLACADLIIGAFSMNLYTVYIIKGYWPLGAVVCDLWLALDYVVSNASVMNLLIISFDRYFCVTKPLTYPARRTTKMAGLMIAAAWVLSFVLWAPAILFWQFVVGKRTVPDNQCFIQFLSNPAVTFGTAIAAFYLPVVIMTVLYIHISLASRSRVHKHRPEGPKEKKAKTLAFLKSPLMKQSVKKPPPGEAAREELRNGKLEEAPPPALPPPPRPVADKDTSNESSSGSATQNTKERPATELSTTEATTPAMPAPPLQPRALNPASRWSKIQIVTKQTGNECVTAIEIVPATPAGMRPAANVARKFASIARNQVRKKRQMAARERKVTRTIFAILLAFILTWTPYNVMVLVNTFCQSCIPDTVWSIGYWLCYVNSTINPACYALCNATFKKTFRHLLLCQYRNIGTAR
CHRM4 agonist: agonists of human muscarinic M4 receptor (CHRM4); CHO-K1 hM4/Gqi5, Fluo-8 calcium fluorescence; vehicle 0%, full acetylcholine response 100%; activation, % at 3 µM; 360,000 tested, 0.14% active; AID 624127;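 active = activation above the run mean over all test wells plus 3 SD, cut at about 32% in these data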;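 also: peak over basal fluorescence ratio per well then scaled between controls; 0% = DMSO wells and 100% = acetylcholine at EC100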
CHRM5 agonist: CHRM5 agonism in calcium assay; activation, % at 3 µM; CHO-K1 hM5 cells, Fluo-8 calcium fluorescence; 0% DMSO wells, 100% maximal acetylcholine response; P08912; 360,000 tested, 0.19% active;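 active = activation above the run's mean over test compounds plus 3 SD, cut at about 23% in these data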;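 also: signal is peak over basal fluorescence ratio across the kinetic read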
Target sequence (P08912 whole entry, looked up): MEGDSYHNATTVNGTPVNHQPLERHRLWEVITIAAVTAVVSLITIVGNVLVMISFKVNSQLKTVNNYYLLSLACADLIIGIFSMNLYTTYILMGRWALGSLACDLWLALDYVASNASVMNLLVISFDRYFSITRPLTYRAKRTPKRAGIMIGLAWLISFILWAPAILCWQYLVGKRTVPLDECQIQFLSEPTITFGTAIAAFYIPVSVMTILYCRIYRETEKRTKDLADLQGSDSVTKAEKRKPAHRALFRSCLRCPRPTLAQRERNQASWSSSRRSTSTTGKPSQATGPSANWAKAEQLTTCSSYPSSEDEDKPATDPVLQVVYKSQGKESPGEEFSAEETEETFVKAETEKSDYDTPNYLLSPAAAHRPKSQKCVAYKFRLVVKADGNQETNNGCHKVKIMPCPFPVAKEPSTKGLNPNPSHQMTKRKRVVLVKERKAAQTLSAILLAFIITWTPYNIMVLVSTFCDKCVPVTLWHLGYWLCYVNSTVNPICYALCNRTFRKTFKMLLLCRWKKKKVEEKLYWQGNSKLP
M5 antag: blocks acetylcholine activation of human M5 receptor | P08912 | CHO-hM5 cells, Fluo-8 calcium fluorescence, ACh EC80 | inhibition, % at 3 µM | 360,000 tested, 0.59% active;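 active = inhibition above a per-plate cutoff, the mean of that plate's test compounds plus 3 SD, cut at about 27% in these data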;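 also: 0% = acetylcholine EC80 with DMSO and 100% = DMSO without agonist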
CHO-K1 Ca antag: M1 antagonist counterscreen hit in parental CHO-K1 cells; ATP-induced calcium, Fluo-8 fluorescence; inhibition, % at 3 µM; 360,000 tested, 0.6% active; AID 602250;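 active = inhibition above a per-plate cutoff, the plate's mean sample inhibition plus 3 SD, cut at about 24% in these data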;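 also: 0% = DMSO plus EC80 ATP and 100% = DMSO alone without ATP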
CHRM5 PAM: positive allosteric modulators of human muscarinic M5 receptor. CHO-K1 hM5, Fluo-8 calcium, ACh EC20 PAM; 0% = ACh EC20, 100% = ACh EC100. activation, % at 3 µM. P08912. 360,000 tested, 0.3% active;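 active = activation above the run cutoff, the mean activation of all test compounds plus 3 SD, cut at about 18% in these data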
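Assay system – human M5 receptor in CHO-K1 cells · Read-out – % activation, ACh-normalized · Technique – Fluo-8 calcium fluorescence · Dosing – single-point, 3 µM nominal · Incubation – Fluo-8 loading 80 min at 37 °C plus 30 min room temperature · Repeats – singlicate, one well per test compound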
CHO-K1 Ca PAM: counter-screen for M1 PAMs: effect in parental CHO-K1 cells. ATP EC20, Fluo-8 calcium fluorescence; 0% at ATP EC20, 100% at ATP max. AID 602247. activation, % at 3 µM. 360,000 tested, 0.02% active;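 active = activation above the run cutoff, the mean activation of all test compounds plus 3 SD, cut at about 40% in these data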;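 also: peak over basal fluorescence ratio in a 140 s read after ATP addition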
CHO-K1 Ca ag: nonselective activator or artifact in parental CHO-K1 cells; Fluo-8 calcium fluorescence; scaled to maximal ATP response, vehicle zero; activation, % at 3 µM; 360,000 tested, 0.48% active; AID 602248; in the data active = activation above about 15%;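 also: untransfected CHO-K1 host cells lacking M1 receptor as counterscreen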
M4 PAM: CHRM4 positive allosteric modulation; P08173; CHO-K1 hM4/Gqi5, Fluo-8 calcium fluorescence, ACh EC20; 0% = ACh EC20, 100% = maximal ACh; AID 624126; 360,000 tested, 0.4% active; activation, % at 3 µM;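 active = activation above its plate's cutoff, the mean activation of sample wells plus 3 SD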; also: some results filed as inactive read as strong as hits
* = called active by the depositor.

SMILES	M4 antag	CHRM4 agonist	CHRM5 agonist	M5 antag	CHO-K1 Ca antag	CHRM5 PAM	CHO-K1 Ca PAM	CHO-K1 Ca ag	M4 PAM
COc1ccccc1OCC#CCNC1CCCCC1C (centres undefined)	-2	0	-9	4	-16	5	23	1.8	4
CCOC(=O)c1nnsc1N	-3	1	-3	6	-6	0	3	0.1	-2
Cc1ccc(-n2nc3c(c2NC(=O)c2ccc4c(c2)OCO4)CS(=O)C3)c(C)c1 (centres undefined)	-5	0	-3	2	0	3	12	1.2	0
C/C(CC(C)C)=N/Nc1ccc([N+](=O)[O-])cc1[N+](=O)[O-]	1	3	1	10	20	-5	-14	3.2	-6
COc1ccc(OC)c(-c2nnc(-c3ccc(C)o3)o2)c1	12	1	1	5	11	-3	-3	0.2	-14
O=C(Cn1cnc2ccccc2c1=O)N(Cc1ccco1)c1ccc(O)cc1	-8	2	2	3	-19	-2	19	1.2	7
O=C(c1ccc([N+](=O)[O-])o1)N1CCN(Cc2ccccc2)CC1	-21	3	0	-14	-15	-14	4	0.8	1
Cc1noc(C)c1NC(=O)N(C)C[C@@H]1Oc2ccc(NC(=O)CCC(F)(F)F)cc2CC(=O)N([C@@H](C)CO)C[C@@H]1C	4	-1	-1	16	-3	-2	0	0.1	-5

An excerpt taken from the entries so far, for reference:
SMILES	M4 antag	CHRM4 agonist	CHRM5 agonist	M5 antag	CHO-K1 Ca antag	CHRM5 PAM	CHO-K1 Ca PAM	CHO-K1 Ca ag	M4 PAM
CCOC(=O)c1nnsc1N	-3	1	-3	6	-6	0	3	0.1	-2
Cc1ccc(-n2nc3c(c2NC(=O)c2ccc4c(c2)OCO4)CS(=O)C3)c(C)c1 (centres undefined)	-5	0	-3	2	0	3	12	1.2	0
C/C(CC(C)C)=N/Nc1ccc([N+](=O)[O-])cc1[N+](=O)[O-]	1	3	1	10	20	-5	-14	3.2	-6
COc1ccc(OC)c(-c2nnc(-c3ccc(C)o3)o2)c1	12	1	1	5	11	-3	-3	0.2	-14
O=C(Cn1cnc2ccccc2c1=O)N(Cc1ccco1)c1ccc(O)cc1	-8	2	2	3	-19	-2	19	1.2	7
O=C(c1ccc([N+](=O)[O-])o1)N1CCN(Cc2ccccc2)CC1	-21	3	0	-14	-15	-14	4	0.8	1
Cc1noc(C)c1NC(=O)N(C)C[C@@H]1Oc2ccc(NC(=O)CCC(F)(F)F)cc2CC(=O)N([C@@H](C)CO)C[C@@H]1C	4	-1	-1	16	-3	-2	0	0.1	-5

Later entries:
SMILES	M4 antag	CHRM4 agonist	CHRM5 agonist	M5 antag	CHO-K1 Ca antag	CHRM5 PAM	CHO-K1 Ca PAM	CHO-K1 Ca ag	M4 PAM
Cc1ccc(NC(=O)CCN2CCN(C)CC2)cc1	-2	1	3	-8	1	-8	22	-0.1	-2
Cc1ccc(CNC(=O)Cc2ccc(-n3c(=O)[nH]c4ccsc4c3=O)cc2)cc1	-6	0	-1	4	-8	-7	14	0.6	-4
O=C(OC(C(=O)NC1CCCCC1)c1ccc(C(F)(F)F)cc1)c1ccco1 (centres undefined)	-1	0	-4	3	-3	2	7	0.2	-3
COc1ccc(OC)c(/C=N/NC(=O)C(=O)N2CCCCCC2)c1	-5	2	0	1	-13	-2	12	1.4	-1
COc1ccccc1CNC(=O)C1CC(=O)N(c2ccc(C)c(C)c2)C1 (centres undefined)	-2	1	0	8	-10	-2	18	1.7	14
O=C(O)C(Cc1ccccc1)N1C(=O)c2cccc3cccc(c23)C1=O (centres undefined)	-3	1	-4	2	21	-5	-14	-0.1	3
COC(=O)c1sc(SC)c(S(=O)(=O)C(C)C)c1N	1	7	1	2	1	-6	-4	2.2	-11
NS(=O)(=O)c1ccc(NC(=S)Nc2ccn(Cc3cccc4ccccc34)n2)cc1	3	5	0	-4	9	-2	-6	0.0	2

Continued:
SMILES	M4 antag	CHRM4 agonist	CHRM5 agonist	M5 antag	CHO-K1 Ca antag	CHRM5 PAM	CHO-K1 Ca PAM	CHO-K1 Ca ag	M4 PAM
CCOC(=O)c1ccc(NC(=O)CSc2nc(N)c(NC(=O)c3ccc(Br)o3)c(=O)[nH]2)cc1	-8	0	-1	0	-9	2	5	0.6	3
CN(c1ncnc(N)c1[N+](=O)[O-])C1CCCCC1	-1	0	-2	9	-14	5	13	0.1	12
Cc1nc2c(-c3ccccc3)cnn2c(N2CCOCC2)c1C	2	5	0	12	-8	-7	6	1.2	-2
Cc1ccc(C(=O)Nc2nc(C(C)(C)C)cs2)s1	-4	-1	-7	-11	-6	0	-5	0.3	1
COc1ccc(C(=O)/C(C#N)=N/Nc2cccc([N+](=O)[O-])c2)cc1	-9	12	7	-1	6	-17	-8	15	-10
Cc1ccc(C(=O)CSc2nnc3n2CCCCC3)s1	1	1	1	-1	1	3	3	-0.5	3
O=C(Nc1cccc(NC(=O)C2CCCO2)c1)c1ccco1 (centres undefined)	-12	1	-2	-6	-11	-4	15	0.1	7
COc1ccc(CNC(=O)/C=C/c2cc([N+](=O)[O-])ccc2OC(F)F)cc1	1	1	0	-1	-11	5	19	-0.1	20

More compounds:
SMILES	M4 antag	CHRM4 agonist	CHRM5 agonist	M5 antag	CHO-K1 Ca antag	CHRM5 PAM	CHO-K1 Ca PAM	CHO-K1 Ca ag	M4 PAM
CCOC(=O)c1nn(-c2ccc(C)cc2)c(C)c1C(C)=O	-2	1	0	-3	-7	0	17	0.9	20
CCc1ccc(N2C(=O)CC(N3CCC(C(=O)OC)CC3)C2=O)cc1 (centres undefined)	2	0	0	-3	-7	-1	15	0.2	8
C[C@]12C[C@H](O)[C@H]3[C@@H](CCC4=CC(=O)CC[C@@]43C)[C@@H]1CC[C@@H]2C(=O)CO	-5	2	3	-4	-9	-5	17	1.0	-2
CCOC(=O)N1CCN(C(=O)c2ccc(-n3c(C)ccc3C)cc2)CC1	3	0	1	1	-8	0	24	0.1	6
Cc1ccccc1CSCC(=O)c1c(N)n(CC(C)C)c(=O)n(C)c1=O	0	5	-1	5	-11	-9	7	2.6	1
COc1ccc(NC(=O)CN2CCN(c3ccc(F)cc3)CC2)cc1Cl	-9	3	-2	4	1	-3	12	2.0	18
CC(Oc1ccccc1)C(=O)Nc1nnc(S(=O)(=O)N2CCCCCC2)s1 (centres undefined)	-1	10	13	-3	-2	-7	13	13	-3
COc1ccc(OC)c(S(=O)(=O)N2CCC(C(=O)NC3CC3)CC2)c1	9	1	-1	18	4	-4	5	0.7	-2

Further compounds:
SMILES	M4 antag	CHRM4 agonist	CHRM5 agonist	M5 antag	CHO-K1 Ca antag	CHRM5 PAM	CHO-K1 Ca PAM	CHO-K1 Ca ag	M4 PAM
COc1ccc(CN2CCN(S(=O)(=O)c3ccc(F)cc3)CC2)c(OC)c1OC	10	-1	-5	7	-3	-4	17	0.8	-13
COc1ccccc1CNC(=O)CCn1c(=O)[nH]c2ccsc2c1=O	7	1	-1	11	-6	-5	6	0.2	-5
Cc1ccc(C(O)c2ncc(-c3cccc(F)c3)[nH]2)cc1 (centres undefined)	13	1	2	4	6	-1	-8	0.2	2
Cc1ccc2c(CSc3nncs3)cc(=O)oc2c1	0	1	0	-3	-14	-2	3	0.5	5
Cc1ccc(S(=O)(=O)N2CCC(C(=O)N3CCC[C@H]3C(=O)NCc3ccco3)CC2)cc1	1	1	3	8	-13	-6	7	0.3	6
CCOC(=O)C(=NCC1CCCO1)NNc1ccccc1Cl (centres undefined)	3	-1	-7	7	-7	-1	11	-0.2	-5
CSc1nnc2c(n1)OC=Nc1ccccc1-2	-6	0	-4	3	-22	5	28	0.2	3
O=C(COC(=O)C1=COCCO1)Nc1ccc(Oc2ccccc2)cc1	4	4	2	0	6	-3	14	0.1	2

The listing continues:
SMILES	M4 antag	CHRM4 agonist	CHRM5 agonist	M5 antag	CHO-K1 Ca antag	CHRM5 PAM	CHO-K1 Ca PAM	CHO-K1 Ca ag	M4 PAM
Cc1cc(N2CCN(c3ccccn3)CC2)n2nc(C)nc2n1	-7	2	0	-5	12	3	-4	-0.1	20
O=C1[C@H]2[C@@H](C(=O)N1c1cccc3ccccc13)C1(C(=O)c3ccccc3C1=O)N1CCC[C@@H]21	3	2	0	-1	-8	4	-2	0.3	2
C=CCOC(=O)C1=C(C)NC(C)=C(C(=O)OCC=C)C1c1ccco1	-6	17	-9	11	-9	-21	6	5.0	-20
O=C(CCCOc1ccccc1)N1CCN(S(=O)(=O)c2ccccc2)CC1	-3	3	-1	9	-9	8	15	1.2	9
CCOC(=O)/C=C/C(=O)OCc1csc(CC(=O)Nc2ccccc2C)n1	-11	2	0	6	-6	-5	13	0.9	-1
Cc1cc(C)cc(NC(=O)C(=O)NCC2CCCO2)c1 (centres undefined)	-6	1	-2	-1	-2	-2	8	1.1	3
O=C(Nc1cn(-c2ccccc2)nc1-c1ccc(Cl)cc1)c1ccccc1	-15	-1	-2	-7	-12	-1	31	0.9	17
COc1cccc(NC(=O)c2ccc3c(c2)OCCO3)c1	-4	4	-2	0	-10	-2	-7	-0.1	-2

(list continues)
SMILES	M4 antag	CHRM4 agonist	CHRM5 agonist	M5 antag	CHO-K1 Ca antag	CHRM5 PAM	CHO-K1 Ca PAM	CHO-K1 Ca ag	M4 PAM
O=C(CSc1nnc(Cn2c(=O)sc3ccccc32)n1-c1ccccc1)N1CCCC1	-5	1	2	-1	8	0	-6	0.9	-1
O=C(COc1ccc(S(=O)(=O)NC2CCCCC2)cc1)N1CCN(c2ccc(F)cc2)CC1	-1	0	3	3	-6	-4	13	0.1	4
Cc1cc(Nc2cccc(C)c2C)n2ncnc2n1	-6	0	0	7	5	-1	-1	-0.9	-1
COc1ccc(NC(=O)NCc2ccc3c(c2)OCO3)cc1OC	1	1	-2	18	-8	-5	5	0.6	3
C=CCOCCN1C(=O)C2C3C=CC(C2C1=O)C1C2C(=O)N(CCOCC=C)C(=O)C2C31 (centres undefined)	-10	1	-3	2	2	-8	11	0.7	-2
CCN(CC)CCn1c2ccc(F)cc2c2nc(C)sc21	-9	-1	-1	3	-19	-3	7	0.0	10
COC(=O)c1cc(=O)n(Cc2ccc3c(c2)OCO3)c(=Nc2ccc(F)cc2)s1	-12	1	1	-4	-4	5	19	0.8	3
COc1ccc(CC(NC(C)=O)C(=O)NC2CCN(c3nnnn3-c3ccccc3)CC2)cc1 (centres undefined)	-4	0	-7	-3	-5	-4	12	0.3	9
CC1(C)CN(C2CCCCC2)C(=O)[C@H]1CC(=O)Nc1ccc(Br)cc1	-4	0	0	7	1	1	8	0.5	2
COc1ccc(CCN2C(=O)C3C4C=CC(C3C2=O)C2C(=O)N(CCc3ccc(OC)c(OC)c3)C(=O)C42)cc1OC (centres undefined)	1	5	2	11	-10	-4	-2	3.1	2

No enrichment for hits; overall some 2.7% were active at least once.
